Myeloid diff 2: promotes myeloid progenitor differentiation | ER-HoxA9 myeloid progenitors, lysozyme-GFP differentiation, flow cytometry | calls only at 10 µM | 1% of 360,000 active;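 active = normalized GFP-positive differentiation at or above the plate's own cutoff, the solvent-only control mean plus 3 SD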;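 note: cells exposed to compound for four days before flow analysis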
K1F lysis inhibition: inhibition of K1F phage lysis, E. coli UTI89, bacterial capsule biogenesis inhibitors, alamar blue (AID 488966); E. coli UTI89 K1F phage lysis, alamar blue, 2 h; higher % means a stronger effect; inhibition, % at 100 µM; hits with a dose series show IC50 in µM; 0.02% of 340,000 active;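 active = phage lysis inhibition, versus mean bacterial control, above a set limit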;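 note: capsule biogenesis inhibitors block K1F phage lysis so surviving cells raise fluorescence; higher fluorescence means more inhibition of phage lysis; actives were called in the ten point dose series up to 300 µM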
Myeloid diff 2 GFP+ MAC1+ %: second read-out of Myeloid diff 2, no call of its own (marks repeat the call); GFP+ MAC1+ double positive, %; measured here: differentiation confirmed by MAC1 staining
The depositor's hits bear a star; i = inactive; [ ] = remark or other dose.

Molecule	Myeloid diff 2	Myeloid diff 2 GFP+ MAC1+ %	K1F lysis inhibition
C[C@@H]1CN([C@H](C)CO)C(=O)c2cc(NC(=O)Nc3ccc(C(F)(F)F)cc3)ccc2O[C@H]1CN(C)Cc1ccc(Cl)c(Cl)c1	i	1.4	0.3%
COc1ccccc1C(=O)COC(=O)CCNS(=O)(=O)c1ccc(C)c(C)c1	i	0.8	0.6%[50 µM]
NC(=O)c1cc([N+](=O)[O-])ccc1NCc1ccc(O)cc1	i	1.7	-0.2%
COc1ccc(C=C(C(=O)O)c2ccc(OC)cc2)cc1	i	0.7	-0.3%
CC(=O)c1sc(NC(=O)CSCc2c(C)noc2C)nc1-c1ccccc1	i	0.6	0.0%[50 µM]
O=C(Cn1ccc(NC(=O)OCc2ccccc2)nc1=O)NCc1ccccn1	i	0.9	0.3%
Cc1nc(C)n(C(C)CNC(=O)c2cccc(Br)c2)n1 (stereo unspecified)	i	0.3	0.3%
O=C(COc1ccc2ccc(=O)oc2c1)NC1CCCCC1	i	1.0	0.4%[50 µM]
C=C(C)COC(=O)C1CC2OC2CC1C(=O)OCC(=C)C (stereo unspecified)	i	1.1	2.4%
CC(C)(C)n1nc(Cc2cccc3ccccc23)c(C#N)c1N	i	0.7	-0.3%
O=C(Nc1nc(-c2ccco2)c(-c2ccco2)s1)c1c(F)cccc1Cl	i	2.1	-0.6%[50 µM]
CCOC(=O)c1c(C)[nH]c(C(=O)COC(=O)C2CC2)c1C	i	0.4	9.9%
CCc1nc(Nc2ccccc2O)c2oc3ccccc3c2n1	i	0.8	-0.4%[50 µM]
C=CCC[C@@H](Cc1ccc(F)cc1)C(=O)OC[C@H](Cc1c[nH]c2ccccc12)NC(=O)[C@@H](CC=C)CC(=O)N(CCO)Cc1ccccc1	i	0.8	0.1%
COCCNC(=O)c1cc(-c2ccccc2)n(CC2CC(c3ccc(OC)cc3)=NO2)n1 (stereo unspecified)	i	1.3	-2.0%
CCCCn1c(N)c(N(CCC(C)C)C(=O)CC2CCCC2)c(=O)[nH]c1=O	i	1.2	1.0%[50 µM]
COc1cccc(NC(=O)CN2C(=O)NC3(CCCc4ccccc43)C2=O)c1 (stereo unspecified)	i	0.4	0.2%[50 µM]
O=C(Nc1ccccc1Br)C1CCN(S(=O)(=O)c2cccs2)CC1	i	0.9	1.1%
O=C(Nc1cc2c3c(c1)CC(=O)N3CCC2)c1ccccc1F	i	0.3	0.5%[50 µM]
C[C@@H]1CN([C@H](C)CO)C(=O)c2cccc(NC(=O)NC3CCCCC3)c2O[C@@H]1CN(C)C(=O)Nc1ccc(C(F)(F)F)cc1	i	0.4	-3.1%
CC(C)(C)c1ccc(C(=O)NCCCn2ccnc2)cc1	i	0.6	0.2%
CN(Cc1ccccc1)S(=O)(=O)c1ccc(NC(=O)C2CCCCC2C(=O)O)cc1 (stereo unspecified)	i	0.1	0.3%[50 µM]
COc1ccc(NC(=O)C2(S(=O)(=O)c3ccc(C)cc3)CC2)cc1	i	4.8	-0.3%
O=C(CN1C(=O)NC(c2ccccc2)(c2ccccc2)C1=O)NCc1cccs1	i	1.3	0.5%[50 µM]
CC(C)(C)C1CCC(=O)N(CCOc2ccccc2)CC1 (stereo unspecified)	i	1.2	1.0%
CCCCCCCN(c1ccccc1)[C@@H]1C[C@H]2CCCC(=O)N3CC[C@@H](C1)[C@@H]23	i	1.7	-1.2%
CC(=O)c1cccc(S(=O)(=O)N2CCC(C(=O)N(C)Cc3ccc(Cl)s3)CC2)c1	i	0.2	0.3%[50 µM]
O=C(COC(=O)/C=C/c1ccccc1F)Nc1nnc(-c2ccccc2)o1	i	0.7	95%[50 µM]
C#CCN1Cc2ccccc2Oc2cc(Br)ccc2S1(=O)=O	i	0.3	-0.2%
COc1ccc(C=NNC(=S)Nc2ccc(F)cc2)cc1OC	i	0.6	-2.8%

7 entries from above, with values under each structure:
Every second line gives: Myeloid diff 2, Myeloid diff 2 GFP+ MAC1+ %, K1F lysis inhibition
> COc1cccc(NC(=O)CN2C(=O)NC3(CCCc4ccccc43)C2=O)c1 (stereo unspecified)
→ i, 0.4, 0.2%[50 µM]
> O=C(Nc1ccccc1Br)C1CCN(S(=O)(=O)c2cccs2)CC1
→ i, 0.9, 1.1%
> O=C(Nc1cc2c3c(c1)CC(=O)N3CCC2)c1ccccc1F
→ i, 0.3, 0.5%[50 µM]
> C[C@@H]1CN([C@H](C)CO)C(=O)c2cccc(NC(=O)NC3CCCCC3)c2O[C@@H]1CN(C)C(=O)Nc1ccc(C(F)(F)F)cc1
→ i, 0.4, -3.1%
> CC(C)(C)c1ccc(C(=O)NCCCn2ccnc2)cc1
→ i, 0.6, 0.2%
> CN(Cc1ccccc1)S(=O)(=O)c1ccc(NC(=O)C2CCCCC2C(=O)O)cc1 (stereo unspecified)
→ i, 0.1, 0.3%[50 µM]
> COc1ccc(NC(=O)C2(S(=O)(=O)c3ccc(C)cc3)CC2)cc1
→ i, 4.8, -0.3%

Later entries
Molecule	Myeloid diff 2	Myeloid diff 2 GFP+ MAC1+ %	K1F lysis inhibition
O=C(c1ccccc1)c1ccc(C(=O)N2CCN(c3ccccc3Cl)CC2)cc1	i	2.6	-0.2%[50 µM]
O=C(NCC1CCCO1)c1cc2cc(F)ccc2[nH]1 (stereo unspecified)	i	0.8	0.2%
COc1ccc(NC(=O)CCn2cc(C)c3ccccc32)cc1	i	0.4	0.1%
C#CCOCCOCCOCCNc1nc(N2CCOCC2)nc(N2CCN(C(=O)CCCCCCCCCCNC(=O)[C@@H]([C@H](C)O)n3cc(C)nn3)CC2)n1	i	4.2	-0.8%
O=C(COC(=O)c1ccc(Br)o1)Nc1ccc2[nH]c(=O)[nH]c2c1	i	0.6	0.7%[50 µM]
CCC(C)CCCCCCCCCCC(=O)O (stereo unspecified)	i	1.5	0.2%
O=S(O)OC1CS(=O)(=O)CC1c1ccccc1 (stereo unspecified)	i	0.4	0.2%
CC(C)[C@H](NC(=O)c1ccc(Cl)cc1Cl)C(=O)NNC(=O)c1ccco1	i	1.0	-0.2%
Cc1cc(NC(=O)CN2C(=O)NC3(CCCCCC3)C2=O)ccc1Br	i	0.1	-0.1%[50 µM]
CCCCn1c(N)c(N(CCC(C)C)C(=O)c2cccc(S(=O)(=O)N3CCN(C)CC3)c2)c(=O)[nH]c1=O	i	0.8	4.3%[50 µM]
Clc1ccc(-c2nc(-c3ccncc3)no2)c(Cl)c1	i	0.9	-1.0%
Cn1cnc2c(SCc3ccccc3)ncnc21	i	0.8	-1.9%
CS(=O)(=O)c1ccc(Cl)c(NC(=O)COC(=O)c2ccc(-n3cnnn3)cc2)c1	i	1.1	0.6%[50 µM]
O=C(COc1ccc(Br)cc1F)NCC1(N2CCCCC2)CCCCC1	i	0.8	1.9%
CC1(c2nnc(-c3ccccc3)o2)CC(c2ccccc2)=NO1 (stereo unspecified)	i	2.3	-2.4%
CCCNC(=O)C(Cc1ccc(Cl)cc1)NC(=O)c1ccc(C#N)cc1 (stereo unspecified)	i	1.1	0.3%
Cc1ccc(NC(=O)C2CC2C)cc1S(=O)(=O)N1CCOCC1 (stereo unspecified)	i	0.5	0.5%[50 µM]
O=C(Nc1ccccc1N1CCCCC1)c1ccc(Cl)cc1	i	0.4	-0.1%
COc1ccccc1-n1ccnc(SCC(=O)NC2CCCCC2)c1=O	i	0.8	1.1%[50 µM]
CCOc1ccc(N2C(=O)CSC2=NC#N)cc1	i	0.8	0.6%[50 µM]
CCC(=O)N1N=C(c2ccc(NS(=O)(=O)c3ccc(C)cc3)cc2)CC1c1ccco1 (stereo unspecified)	i	0.7	0.0%[50 µM]
CS(=O)c1ccccc1-c1nc(-c2ccc([N+](=O)[O-])cc2)no1 (stereo unspecified)	i	0.8	0.3%
CCC1(c2ccccc2)NC(=O)N(CC(=O)c2ccc3c(c2)OCO3)C1=O (stereo unspecified)	i	0.7	1.0%[50 µM]
COc1ccccc1OCCNC(=O)c1ccc(C(C)(C)C)cc1	i	0.6	0.2%
COc1ccc(S(=O)(=O)Nc2ccc(-c3ccc4nnc(C)n4n3)cc2)c(OC)c1	i	0.0	0.7%[50 µM]
O=C(COC(=O)Cc1ccc(Br)cc1)NCC1CCCO1 (stereo unspecified)	i	1.0	13%
COc1ccccc1CCC(=O)Nc1ccc(S(=O)(=O)Nc2cc(C)nc(C)n2)cc1	i	1.1	1.4%[50 µM]
Cc1cc(C(=O)Nc2nnc(C3CC3)s2)c(C)s1	i	0.3	0.2%[50 µM]
CC(C)CN(C(=O)c1ccc(=O)n(C)n1)c1c(N)n(Cc2ccccc2)c(=O)[nH]c1=O	i	0.9	1.3%[50 µM]
O=C1C=CC(=Nc2ccc(F)cc2)O1	i	1.3	-6.4%

Single records, as listed above:
COc1ccccc1CCC(=O)Nc1ccc(S(=O)(=O)Nc2cc(C)nc(C)n2)cc1 in the list: Myeloid diff 2 = i; Myeloid diff 2 GFP+ MAC1+ % = 1.1; K1F lysis inhibition = 1.4%[50 µM]
Cc1cc(NC(=O)CN2C(=O)NC3(CCCCCC3)C2=O)ccc1Br in the list: Myeloid diff 2 = i; Myeloid diff 2 GFP+ MAC1+ % = 0.1; K1F lysis inhibition = -0.1%[50 µM]

Other compounds:
Molecule	Myeloid diff 2	Myeloid diff 2 GFP+ MAC1+ %	K1F lysis inhibition
CCOC(=O)/C=C/c1ccc(C(F)(F)F)cc1S(=O)(=O)NC(C)(C)C	i	1.3	-0.4%
O=C(C1CCCCC1C(=O)N1CCCCC1)N1CCCCC1 (stereo unspecified)	i	0.9	0.4%
CC1(C)C(=O)Nc2ccccc2N1C(=O)COC(=O)c1cccc(O)c1	i	0.6	0.8%[50 µM]
O=C(O)c1cc(S(=O)(=O)N2CCCCC2)ccc1N1CCOCC1	i	0.1	0.3%[50 µM]
CN(C(=O)COC(=O)C1COc2ccccc2O1)c1c(N)n(Cc2ccccc2)c(=O)[nH]c1=O (stereo unspecified)	i	0.4	2.0%[50 µM]
Cc1nn(-c2ccccc2)c(C)c1NC(=O)COC(=O)c1ccccc1	i	1.8	0.1%[50 µM]
COc1ccc(CCC(=O)OCC(=O)NCc2ccc3c(c2)OCO3)cc1	i	0.2	0.5%[50 µM]
CC(OC(=O)CN1C(=O)NC2(CCCC2)C1=O)C(=O)Nc1cccc(Cl)c1Cl (stereo unspecified)	i	0.3	1.4%[50 µM]
CC(Oc1ccc(F)cc1)C(=O)Nc1ccccc1C(=O)NC1CC1 (stereo unspecified)	i	0.6	-0.1%[50 µM]
NC(=O)c1cc(S(=O)(=O)N2CCCC2)ccc1OCCOc1ccccc1	i	1.1	0.4%[50 µM]
Cc1cc(C(C#N)c2ccc(Cl)cc2)c(Cl)cc1NC(=O)c1cc(I)cc(I)c1O (stereo unspecified)	i	5.2	1.7%
O=C(CCN1C(=O)C2CCCCC2C1=O)Nc1cc([N+](=O)[O-])ccc1Cl (stereo unspecified)	i	1.1	0.8%[50 µM]
COc1ccc(Nc2nc(C)cc(C)c2C(N)=O)cc1OC	i	1.1	0.2%
COCc1ccccc1C1=CC(=O)C[C@H](c2ccc(OC)cc2)C1	i	0.0	0.3%
COc1ccc(OC)c(/C=C/C(=O)OCC(=O)NCc2ccco2)c1	i	0.9	0.6%[50 µM]
Cc1ccc(S(=O)(=O)N2CCC(C(=O)Nc3ccc(S(=O)(=O)N4CCOCC4)cc3)CC2)cc1	i	2.1	1.2%[50 µM]
COc1ccc(CNC(=O)C(C)N2C(=O)NC3(CCCCCCC3)C2=O)cc1 (stereo unspecified)	i	0.6	2.0%[50 µM]
COC(=O)[C@@]12CCCCN1[C@H](c1ccc(-c3ccc4c(c3)OCO4)c(OC)c1)[C@@H]1C(=O)N(C)C(=O)[C@@H]12	i	0.4	0.6%
O=C(COC(=O)c1ccccc1NCCO)NCCC1=CCCCC1	i	0.8	1.2%[50 µM]
CCOc1ccc(CCNC(=O)CN2C(=O)NC3(CCCCCC3)C2=O)cc1OCC	i	0.4	0.9%[50 µM]
Cc1cc(N(C)C)nc(Nc2ccccc2)n1	i	0.3	1.1%[50 µM]
CC(C)[C@H](NC(=O)c1ccccc1Cl)C(=O)OCC(=O)N1CCCCC1	i	0.9	3.1%
CCc1c(C2(O)CCCCC2)[nH]c2ncccc12	i	0.2	0.2%
CSc1cccc(NC(=O)COC(=O)C2(c3ccccc3)CC2)c1	i	0.8	-0.9%
CCOc1ccc2[nH]cc(C(=O)NCc3ccc(F)cc3)c(=O)c2c1	i	0.7	0.1%
COCCN(C(=O)COC(=O)COc1ccc2ccccc2c1)c1c(N)n(Cc2ccccc2)c(=O)[nH]c1=O	i	1.7	0.9%[50 µM]
CCOC(=O)C1=CC[C@H]2c3c(c4ccc(OC)cc4n3C)C(=O)C1N2S(=O)(=O)c1ccc(C)cc1	i	1.7	-0.3%
COc1ccc(CCNCC(O)COc2c(C)cccc2C)cc1OC (stereo unspecified)	i	0.2	1.9%[50 µM]
COc1ccc(Cl)cc1NC(=O)COC(=O)CNC(=O)C1CCCCC1	i	1.6	2.3%[50 µM]
O=C(NCCc1ccccc1Cl)C1CC(=O)N(C2CCCCC2)C1 (stereo unspecified)	i	0.6	0.1%

New compounds follow
Molecule	Myeloid diff 2	Myeloid diff 2 GFP+ MAC1+ %	K1F lysis inhibition
CCOc1ccc(CN(C)C(=O)CNC(=O)c2sc3ccccc3c2Cl)cc1	i	0.5	0.3%[50 µM]
O=C1CSC(=S)N1N=Cc1ccc2c(c1)OCO2	i	1.2	0.3%
C#CCOCCOCCOCCNc1nc(N2CCN(C(=O)Cn3cc(CCO)nn3)CC2)nc(N2CCN(C(=O)Cn3cc(CCCCN)nn3)CC2)n1	i	1.1	3.1%
CCOc1ccc(C(=O)COC(=O)Cn2cnc3c2c(=O)n(C)c(=O)n3C)cc1	i	1.3	0.9%[50 µM]

Compound activity as filed in PubChem.

These rows are one share of the data; count on the stated rates, not on these rows.
